# From PubChem
# FUS yeast rescue = suppressors of FUS proteinopathy in yeast; S. cerevisiae FUS-expressing, growth rescue, OD600, 24 h; Potency, µM (highest dose often 76.6 µM), without a hit: top-dose growth rescue (activation), hits mostly activators; hit rate 0.24% among 390,000;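 also: potency is read from the fitted curve at half-maximal effect; plate controls were DMSO vehicle for no effect and reference control for full effect; nearly all actives have a fitted effect of over 55% in size; some results filed as inactive show a strong effect at the top dose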
#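 Read-out: OD at 600 nm after 24hr at 30C, reporting rescue of FUS-induced yeast toxicity. Cells at OD 0.005 in galactose (2%) minimal medium; compounds tested in a dilution series; CP55940 titration from 92uM final as control.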
# GLP-1R inv ag = inverse agonists of human GLP-1 receptor. HEK293 GLP-1R CRE-luciferase, luminescence, 24 h; GLP-1R form is constitutively active. Potency, µM (titrated, usually from 38.3 µM), for the others: top-dose activity change, negative = inhibition, actives largely listed as inhibitors. P43220. hit rate 1.6% among 410,000; also: potency is read from the fitted curve at half-maximal effect; % is scaled to controls: 0 for no effect and ±100 for the full control effect; nearly all actives have a fitted effect of over 55% in size
# Target sequence (P43220 whole entry, looked up): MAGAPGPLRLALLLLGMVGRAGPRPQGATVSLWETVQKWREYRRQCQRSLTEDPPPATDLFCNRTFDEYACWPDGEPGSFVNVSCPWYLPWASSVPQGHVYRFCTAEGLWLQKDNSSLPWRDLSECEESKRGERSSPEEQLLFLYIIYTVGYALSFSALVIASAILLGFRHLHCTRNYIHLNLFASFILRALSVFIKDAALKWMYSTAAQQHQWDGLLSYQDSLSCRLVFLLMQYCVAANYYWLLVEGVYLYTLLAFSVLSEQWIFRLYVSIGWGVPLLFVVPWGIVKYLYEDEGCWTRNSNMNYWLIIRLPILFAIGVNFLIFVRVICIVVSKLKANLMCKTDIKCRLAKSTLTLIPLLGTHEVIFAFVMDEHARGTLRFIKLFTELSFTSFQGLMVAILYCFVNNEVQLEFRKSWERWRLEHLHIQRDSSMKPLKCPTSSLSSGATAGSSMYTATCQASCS
#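 HEK293 cells stably co-expressing a cAMP-responsive luciferase reporter and constitutively active GLP-1R were seeded, incubated 12 h, then exposed to compounds for 24 h at 37 C. Luminescence was read 12 min after detection reagent; inverse agonists lower signal.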
# Abeta yeast res = compounds reversing amyloid beta toxicity in yeast | AID 1347071 | hit rate 0.063% among 410,000 | Potency, µM (top dose mostly 46.1 µM), inactives show at the top dose growth rescue, actives largely listed as activators | yeast expressing A-beta42, growth rescue, OD600, 48 h; response scale: 0% DMSO, 100% iron-clioquinol control; also: potency is read from the fitted curve at half-maximal effect; nearly all actives have a fitted effect of over 55% in size
#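 Growth rescue measured by 600 nm absorbance after 48 h yeast culture at 30 C with compound. Values normalized between DMSO and an equimolar ferric chloride plus clioquinol control.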
# pAkt inh = inhibitors of Akt phosphorylation. Neuro2A IGF-stimulated pAkt S473 HTRF, 20 min; hits give low values. activity change, % for hits at 50 µM. hit rate 0.32% among 360,000; in the data active = activity change below about -80%; inconclusive = mostly about -51% to -80%; also: % is scaled to controls: 0 for no effect and ±100 for the full control effect
#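 Neuro2A cells in DMEM with 0.5% FBS, overnight at 37 deg C, given compound at single 50 µM final, then IGF (6 nM final) for 20 min at 37 deg C. Lysed; phospho-Akt Ser473 by HTRF after 24 h, 665/615 ratio.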
# aSyn yeast inh = inhibitors of alpha-synuclein toxicity in yeast | AID 652106 | Potency, µM (top dose mostly 46.1 µM), without a hit: at the highest dose growth rescue (activation), most hits filed as activators | Yeast expressing alpha-synuclein, growth rescue, BacTiter-Glo, 24 h | hit rate 0.14% among 370,000; also: potency is read from the fitted curve at half-maximal effect; % of control where 0% means no effect; nearly all actives have a fitted effect of over 65% in size
#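 Galactose-induced alpha-syn yeast (OD600=0.02, raffinose-pregrown) + pinned cpd, 24 hr, 30 deg C; growth by BacTiter-Glo luminescence. Growth restoration scores as activation.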
# TDP43 rescue = inhibitors of TDP-43 toxicity in yeast. TDP-43 expressing yeast growth rescue, BacTiter-Glo, 24 h. Potency, µM (doses to about 46.1 µM), inactives show top-dose growth rescue (activation), actives largely listed as activators. hit rate 1.8% among 410,000; also: potency is read from the fitted curve at half-maximal effect; % of control where 0% means no effect; nearly all actives have a fitted effect of over 50% in size
#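 Readout is BacTiter-Glo luminescence of cell growth, so inhibitors register as activators. TDP-43-expressing yeast at OD600=0.02 in galactose medium, after raffinose pregrowth to mid-log, were incubated with compound for 24 hr at 30 deg C.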
# PTHR1 ag = agonists of human PTHR1 parathyroid hormone receptor; Potency, µM (doses to about 115 µM), for inactives: at the top dose activation, hits mostly activators; AID 743266; Q03431; HEK293 GP2 PTHR1 cells, GloSensor cAMP luminescence, 1 h; hit rate 0.075% among 410,000; also: potency is read from the fitted curve at half-maximal effect; nearly all actives have a fitted effect of over 55% in size; some results filed as inactive show a strong effect at the top dose; inactives centre near -15; many of its hits are not listed in these tables
#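 HEK-293-derived GP2 cells expressing PTHR1 and a GloSensor cAMP reporter, 3,000/well, plated overnight, given luciferin plus IBMX (each 0.5 mM as added) for 1 h at 37 °C, then compound for 1 h at 37 °C. Luminescence was read after 15 min at room temperature.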
# DRD3 antagonist = blocks the human D3 dopamine receptor; D3R cells, DiscoveRx beta-arrestin luminescence, antagonist mode; hits give low values; hit rate 2.5% among 360,000; max response, negative = inhibition, %; AID 652054; in the data active = max response below about -50%; inconclusive = no clear call, values can overlap the other calls; also: % is scaled to controls: 0 for no effect and ±100 for the full control effect; mostly tested at two doses, the higher about 12 µM
# Target sequence (P35462 whole entry, looked up): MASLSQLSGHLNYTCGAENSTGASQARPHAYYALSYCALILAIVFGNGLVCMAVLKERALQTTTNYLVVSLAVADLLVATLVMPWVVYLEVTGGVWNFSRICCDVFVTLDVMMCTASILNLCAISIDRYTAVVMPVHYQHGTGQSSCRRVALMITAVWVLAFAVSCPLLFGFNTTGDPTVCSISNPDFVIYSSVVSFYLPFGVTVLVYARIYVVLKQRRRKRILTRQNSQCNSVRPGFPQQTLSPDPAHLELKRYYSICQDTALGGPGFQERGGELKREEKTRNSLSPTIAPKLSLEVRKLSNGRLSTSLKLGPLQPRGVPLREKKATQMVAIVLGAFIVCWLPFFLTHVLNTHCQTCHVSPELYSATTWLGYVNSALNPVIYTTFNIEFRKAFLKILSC
#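 Cells expressing the human receptor were seeded at 1500 cells/well, incubated overnight at 37 degrees C in 5% CO2, then exposed to library compounds with dopamine controls for 90 minutes at 37 degrees C before luminescent detection.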
# GLP1R ag = agonists of human GLP-1 receptor; Potency, µM (top dose mostly 45.6 µM), inactives show at the top dose activation, usual class: activators; hit rate 0.007% among 380,000; HEK293 GLP-1R CRE-luciferase, luminescence, 4-6 h; cells express a hypersensitive GLP-1R form; P43220; also: potency is read from the fitted curve at half-maximal effect; % of control where 0% means no effect
# * hit, by the source's call; i = inactive; u = inconclusive; x = no result given; & = joins results of further samples; [ ] = another dose, or the depositor's remark. Unless noted, calls follow the shape of the dose curve; as a rule, active = well fitted curve in the direction sought with a large enough effect; inconclusive = small, poorly fitted or top-dose-only effect, or another doubt; inactive = no such curve, though single readings can be large; an effect the other way counts as inactive or inconclusive. An excerpt; the hit share may differ from the screen's.
SMILES,FUS yeast rescue,GLP-1R inv ag,Abeta yeast res,pAkt inh,aSyn yeast inh,TDP43 rescue,PTHR1 ag,DRD3 antagonist,GLP1R ag
Cc1cc(C)c[n+](CC(=O)c2ccc(NC(=O)c3ccccc3)cc2)c1,14.3%,0.7%,-8.2%,i,-0.2%,-1.5%,-11.8%,-16.4,-0.6%
CCOC(=O)N1CCN(CCC(=O)Nc2ccc(F)c(F)c2)CC1,8.5%,11.8%,-2.9%,i,8.2%,10.7%,i,11.2,-3.9%
Nc1ccc2nc(-c3cccc(-c4nc5ccc(N)cc5[nH]4)n3)[nH]c2c1,-9.6%,10.7%,-58.5%[inhibitor],i,11.2%,-61.7%[inhibitor],-40.9%[inhibitor],8.9,-5.4%
O=C(NCc1ccco1)c1ccccc1NS(=O)(=O)c1ccc2c(c1)OCCO2,-7.2%,25.1%,20.1%,i,1.4%,13.4%,-2.1%,-7.3,-10.2%
Cc1cc(/C=C(\C#N)C(=O)Nc2ccccc2F)c(C)[nH]1,1.5%,3.8%[0.307 µM],5.2%,i,2.7%,7.1%,-24.2%,12.9,-15.7%
O=C(CSc1nc2ccccc2[nH]1)NCCCn1ccnc1,23.7%,-17.1%,-4.3%,i,-6.2%,-2.8%,i,-15.5,1.1%
CCS(=O)(=O)N1CCC(C(=O)NCc2ccc(OC)cc2OC)CC1,-3.3%,-1.0%,-11.3%,i,7.9%,4.1%,i,2.7,14.4%
CCCn1c(N)c(N(CCOC)C(=O)c2cc(Cl)nc3ccccc23)c(=O)[nH]c1=O,7.9%,11.6%,-15.1%,i,3.4%,22.1%,i,13.1,-7.6%
COc1ccc(S(=O)(=O)N2CCOCC2)cc1NC(=O)C1CCCCN1S(=O)(=O)c1ccccc1 (configuration not stated),u,-6.5%,2.0%,i,1.6%,11.2%,i,25.2,9.2%
CCOC(=O)N1CCC(N(CCN(C)C)C(=S)Nc2cccc(OC)c2)CC1,5.3%,1.6%,9.6%,i,2.1%,0.3%,i,0.1,-3.0%
COc1cc(S(=O)(=O)Nc2cccnc2)ccc1F,-35.4%,-2.0%,0.0%[9.22 µM],i,-0.5%,9.1%,i,-7.0,11.2%
O=C(CSc1ncnc2sc3c(c12)CCC3)NCC1CCCO1 (configuration not stated),17.5%,26.9%,4.2%,i,7.5%,u,-1.7%,2.2,10.3%
CCCC(=O)N1CCC1(C)C(=O)NS(=O)(=O)c1ccccc1 (configuration not stated),-21.1%,6.7%,-4.0%,i,-4.1%,13.9%,-0.6%,-3.4,-1.3%
O=C(CSCCO)Nc1ccccc1,-3.5%,-2.6%,8.7%,i,-6.9%,2.0%,i,4.8,-9.4%
Cc1noc(C)c1C(=O)OCC(=O)Nc1ncc(C(F)(F)F)cc1Cl,-3.9%,0.5%,9.1%,i,0.1%[1.84 µM],2.5%,i,3.2,4.4%
COc1cc(NC(=O)C/C(C)=N/NC(=O)C2CCCCC2)c(OC)cc1Cl,19.2%,u,6.4%,i,10.9%,-6.9%,i,5.9,10.2%
CCc1ccc(C2=C(C)C(N3CCC(C(=O)NCc4ccc(C)o4)CC3)=NS2(=O)=O)cc1,2.3%,-12.5%,0.3%,x,x,22.0%,-26.2%,x,x
CCCNC(=O)c1ccc(SC)cc1OC,15.1%,0.9%,-3.8%,i,0.8%,20.4%,i,10.8,-2.3%
Cc1c(C)[n+](=O)c(C)c(C)n1[O-],-2.1%,20.0%,-3.3%,i,-2.6%,-18.3%,i,-7.7,9.5%
CCCn1c(N)c(N(CCOC)C(=O)c2cccc(Cl)c2)c(=O)[nH]c1=O,10.1%,-13.8%,14.9%,i,0.0%,3.6%,i,8.4,1.3%
CCOC(=O)Cn1c(=O)c2c(nc(N3CCOCC3)n2C)n(C)c1=O,-9.3%,0.0%,3.2%,i,-1.1%,-5.7%,i,11.6,0.9%
C#CCOCCOCCOCCNc1nc(N2CCOCC2)nc(N2CCN(C(=O)CCCCCCCCCCNC(=O)[C@@H]([C@H](C)CC)n3cc(CCCCCN)nn3)CC2)n1,u,u,-18.2%,i,-2.0%,4.2%,-1.9%,-23.1,12.1%
Cc1c(-c2cccc(NC(=O)c3ccc(F)c(F)c3)c2)nc2ncccn12,8.4%,8.5%,-5.9%,x,x,16.9%,i,x,x
O=C(CSc1nc(-c2ccc(F)cc2)[nH]c1-c1ccccc1)NCC1CCCO1 (configuration not stated),-5.6%,-28.2%,-11.4%,x,x,3.7%,u,x,x
CCc1nnc(NC(=O)c2sc3nc(C)cc(COC)c3c2N)s1,4.1%,40.3%[activator],18.6%,i,6.6%,28.2%,-31.1%[inhibitor],8.5,18.3%
CC(C)c1ccc[n+](-c2nc([O-])sc2C=O)c1,-2.6%,18.9%,-5.3%,i,2.4%,17.0%,i,2.5,-0.4%
COc1ccccc1N(C)S(=O)(=O)c1ccc(C(=O)Nc2nccs2)cc1,42.5%,u,-13.1%,i,2.1%,u,-6.3%,46.2,2.9%
CC(C)Oc1ccc(CNC(=O)CN2C(=O)c3cccnc3Oc3ccc(Cl)cc32)cc1,22.2%,u,-8.6%,x,x,7.6%,-1.5%,x,x
O=C(c1ccccc1)c1c2c(cc3sc4ccccc4[n+]13)-c1cccc3cccc-2c13,u,60.7%[activator],-56.1%[inhibitor],i,-21.7%,12.3%,-30.6%[inhibitor],-0.9,-11.1%
CCOC(=O)c1cnc(N)nc1C(F)(F)F,-14.4%,123.5%[activator],4.5%,i,4.0%,18.3%[9.22 µM],-22.8%,-5.7,16.3%
CCOC(=O)c1noc2ncn(Cc3ccc([N+](=O)[O-])cc3)c(=O)c12,-3.7%,15.7%,-6.1%,x,x,20µM*,12.6%,x,x
CCOc1ccc(C(=O)Nc2cc3c(cc2N2CCCC2)n(C)c(=O)c(=O)n3C)cc1OCC,26.6%,14.9%,3.6%,x,x,1.8%,i,x,x
Cc1cc(=O)[nH]c(SCC(=O)N2CCN(S(=O)(=O)c3ccccc3)C2)n1,10.8%,14.4%,-4.2%,i,5.7%,-9.4%,i,1.6,-4.2%
CCN(CC)c1ccc(NC(=O)CN2CCN(c3ccccc3F)CC2)cc1,-7.8%&-13.3%,u,14.2%&-11.2%,i,1.2%,u,-18.9%,2.9,5.6%
O=C(c1cc2ccccc2s1)N1CCOCC1,-4.9%,0.1%,-8.2%,i,-0.8%,-3.0%,-23.0%,-25.4,3.6%
O=C(CN1c2cccc3cccc(c23)S1(=O)=O)Nc1ccccc1,13.8%,10.0%,-2.0%,i,-1.5%,4.5%,i,16.7,12.2%
O=C(COC(=O)c1ccco1)Nc1cccc(S(=O)(=O)N2CCOCC2)c1,-4.4%,-1.9%,0.5%,i,1.7%,22.7%,i,25.2,-0.8%
CCOc1ccc2nc(S(=O)(=O)NC(=O)C3(C)CCN3C(=O)c3cc(C)n(C)n3)sc2c1 (configuration not stated),-25.1%,25.0%,-3.6%,i,0.2%,24.4%,i,17.2,-1.2%
Cc1cc2nc(-c3ccc(NC(=O)C(C)C)cc3)oc2cc1C,x,-2.9%,1.9%,i,-0.8%,-12.2%,-21.6%,44.7,-2.0%
Nc1ccc(-c2cnc[nH]2)cc1[N+](=O)[O-],-22.7%,39.5%[activator],8.1%,i,0.5%,14.3%,i,u,4.6%
CCN(C(=O)c1ccco1)c1nc(-c2ccc(OC)cc2)cs1,2.1%,7.1%,-28.6%,i,-6.7%,u,i,58.3,14.1%
O=C(O)c1ccc(/C=N/O)cc1,-5.6%,14.2%,-2.3%,i,-0.8%,-16.0%,i,11.0,-2.2%
O=C1CN(C(=O)COC(=O)/C=C/c2ccc(F)cc2)c2ccccc2N1,11.1%,5.2%,3.7%,i,-1.9%,-4.2%,-9.4%,2.4,10.8%
CCCCN(C(=O)c1ccc(-c2ccc(Cl)cc2)o1)c1c(N)n(CC(C)C)c(=O)[nH]c1=O,-1.3%,3.6%,0.5%,i,0.8%,14.7%,6.1%,1.6,3.1%
CCn1c(Cc2ccccc2)nnc1SCC(=O)Nc1nc(C)cs1,27.5%,-19.5%,11.9%,i,0.8%,5.1%,-24.7%[57.5 µM],-7.9,-8.7%
COc1ccc(Cl)cc1-c1nc(-c2ccc(Br)o2)no1,-3.7%,12.6%,7.3%,i,-0.7%,10.8%,i,-3.2,-1.1%
COc1ccccc1N1CCN(C(=O)c2cc3c(=O)oc4ccccc4c3s2)CC1,-39.9%,-14.8%,-16.9%,x,x,-20.2%,u,x,-0.8%

# Reformatted with values under each structure: five of the compounds above
# Every second line gives: FUS yeast rescue | GLP-1R inv ag | Abeta yeast res | pAkt inh | aSyn yeast inh | TDP43 rescue | PTHR1 ag | DRD3 antagonist | GLP1R ag
> CCOc1ccc2nc(S(=O)(=O)NC(=O)C3(C)CCN3C(=O)c3cc(C)n(C)n3)sc2c1 (configuration not stated)
    -25.1% | 25.0% | -3.6% | i | 0.2% | 24.4% | i | 17.2 | -1.2%
> Cc1cc2nc(-c3ccc(NC(=O)C(C)C)cc3)oc2cc1C
    x | -2.9% | 1.9% | i | -0.8% | -12.2% | -21.6% | 44.7 | -2.0%
> Nc1ccc(-c2cnc[nH]2)cc1[N+](=O)[O-]
    -22.7% | 39.5%[activator] | 8.1% | i | 0.5% | 14.3% | i | u | 4.6%
> CCN(C(=O)c1ccco1)c1nc(-c2ccc(OC)cc2)cs1
    2.1% | 7.1% | -28.6% | i | -6.7% | u | i | 58.3 | 14.1%
> O=C(O)c1ccc(/C=N/O)cc1
    -5.6% | 14.2% | -2.3% | i | -0.8% | -16.0% | i | 11.0 | -2.2%
